From PubChem
Pol eta inh – qHTS for Inhibitors of Polymerase Eta | recombinant Pol eta, fluorescent DNA replication assay | DNA polymerase eta (Homo sapiens), Q9Y253 | Potency, µM (top dose mostly 114 µM), without a hit: at the top dose activity change, negative = inhibition, hits mostly inhibitors | AID 588591, 2011 | hit rate 1.2% among 390,000; further: potency means the concentration at half of the fitted maximal effect; on the % scale 0 is the no-effect control and ±100 the full control effect
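Pol eta at 10 nM preincubated with compounds 15 min at room temperature; reaction started with fluorescent substrate (50 nM final) and read kinetically at 0 and 10 min.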
Apoferritin bind – qHTS Assay for Identification of Novel General Anesthetics; apoferritin/1-aminoanthracene competitive binding, fluorescence; Potency, µM (titrated, usually from 77.5 µM), for the others: at the highest dose activity change, negative = displacement, usual class: inhibitors; hit rate 0.074% among 350,000; AID 485281, 2010; further: potency means the concentration at half of the fitted maximal effect; on the % scale 0 is the no-effect control and ±100 the full control effect; nearly all actives have a fitted effect of over 20% in size
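10 uM apoferritin + 50% sat. 1-AMA, PBS; cpd 10 min RT; Ex380/Em535 endpoint; normalized to free probe vs complex; 4-param Hill fit; propofol titration as pos. ctrl.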
Pol iota inh – qHTS for Inhibitors of Polymerase Iota | DNA polymerase iota (Homo sapiens), Q9UNA4 | Pol iota fluorescent replication assay, 10 min | Potency, µM (doses to about 115 µM), without a hit: at the highest dose activity, negative = inhibition, usual class: inhibitors | hit rate 1% among 390,000; further: potency means the concentration at half of the fitted maximal effect
Target sequence (Q9UNA4 whole entry, looked up): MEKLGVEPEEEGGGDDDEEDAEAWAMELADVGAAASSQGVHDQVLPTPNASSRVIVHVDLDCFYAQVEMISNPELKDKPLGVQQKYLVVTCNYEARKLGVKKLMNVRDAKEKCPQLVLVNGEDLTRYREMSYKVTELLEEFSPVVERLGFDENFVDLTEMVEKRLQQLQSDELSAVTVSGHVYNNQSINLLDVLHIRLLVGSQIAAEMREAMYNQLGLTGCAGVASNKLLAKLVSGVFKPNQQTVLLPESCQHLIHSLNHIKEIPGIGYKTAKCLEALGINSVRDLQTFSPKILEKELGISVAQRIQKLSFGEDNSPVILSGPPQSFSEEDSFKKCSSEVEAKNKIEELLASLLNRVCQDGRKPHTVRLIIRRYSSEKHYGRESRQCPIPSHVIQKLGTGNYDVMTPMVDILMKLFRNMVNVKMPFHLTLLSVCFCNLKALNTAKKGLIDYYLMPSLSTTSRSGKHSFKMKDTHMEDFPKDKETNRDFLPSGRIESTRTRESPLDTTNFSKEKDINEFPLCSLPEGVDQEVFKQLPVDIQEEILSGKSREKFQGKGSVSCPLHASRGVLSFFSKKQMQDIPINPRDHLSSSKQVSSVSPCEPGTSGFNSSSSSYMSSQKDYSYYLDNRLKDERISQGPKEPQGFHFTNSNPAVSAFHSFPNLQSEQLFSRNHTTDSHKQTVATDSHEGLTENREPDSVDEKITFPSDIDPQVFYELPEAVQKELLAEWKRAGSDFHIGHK
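Fluorescent replication assay read twice, at 0 min and 10 min after adding 50 nM (final) substrate. Enzyme (10 nM) and compounds were first incubated 15 min at room temperature; enzyme-free buffer wells were negative controls.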
POLB inh – qHTS Assay for Inhibitors of DNA Polymerase Beta | AID 485314, 2010 | hit rate 1.3% among 340,000 | Potency, µM (doses to about 114 µM), without a hit: at the top dose activity change, negative = inhibition, hits mostly inhibitors | Pol beta primer extension/strand displacement, fluorescence kinetic; further: potency means the concentration at half of the fitted maximal effect; on the % scale 0 is the no-effect control and ±100 the full control effect
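Reaction started by 50 nM substrate onto compound-treated Pol beta (10 nM, 15 min preincubation, room temperature); plates read at 0 min and 10 min. Normalized concentration-effect data fitted by four-parameter Hill equation.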
LDHA block – qHTS assay for inhibitors of human lactate dehydrogenase; activity change, % (values are at about 110 or 230 µM); purified LDHA, NADH/diaphorase-resazurin fluorescence; hits give low values; hit rate 0.15% among 480,000; L-lactate dehydrogenase A chain (Homo sapiens), P00338; in the data active means activity change below about -30%; inconclusive means mostly about -25% to -30%;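 further: plate controls were DMSO wells for no effect and wells without enzyme for full effect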
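LDH5 2 nM; NADH 0.06 mM, pyruvate 0.2 mM; 200 mM Tris pH 7.4, EDTA, Tween-20; 5 min RT. Detection: diaphorase 0.133 mg/mL + resazurin 37 µM, fluorescence ex540/em590 at 0 and 20 min; normalized to enzyme-free and DMSO wells.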
GRP78 ERSR act – qHTS for Inducers of the Endoplasmic Reticulum Stress Response (ERSR) in Human Glioma: qHTS; hit rate 0.02% among 420,000; Potency, µM, for the others: at the top dose activation, hits mostly activators; U87-MG GRP78 promoter luciferase reporter, 16 h; further: potency means the concentration at half of the fitted maximal effect; series mostly up to about 76 µM; % of control where 0% means no effect; nearly all actives have a fitted effect of over 35% in size
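Stably transfected U87-MG human glioma cells carrying a GRP78-based luminescent sensor were seeded at 1000 cells/well, pin-dosed with compounds and incubated 16 h. Luciferase reagent was then added, and end-point luminescence was read after 10 min at room temperature.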
APEX1 inh – qHTS Assay for Inhibitors of the Human Apurinic/apyrimidinic Endonuclease 1 (APE1) | DNA repair nuclease/redox regulator APEX1 (Homo sapiens), P27695 | recombinant APE1, TAMRA/BHQ-2 abasic DNA cleavage fluorescence | Potency, µM (highest dose often 65.8 µM), for the others: at the top dose activity change, negative = inhibition, usual class: inhibitors | hit rate 0.35% among 350,000;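 further: potency means the concentration at half of the fitted maximal effect; plate controls were vehicle for no effect and reference inhibitor for full effect; nearly all actives have a fitted effect of over 55% in size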
Target sequence (P27695 whole entry, looked up): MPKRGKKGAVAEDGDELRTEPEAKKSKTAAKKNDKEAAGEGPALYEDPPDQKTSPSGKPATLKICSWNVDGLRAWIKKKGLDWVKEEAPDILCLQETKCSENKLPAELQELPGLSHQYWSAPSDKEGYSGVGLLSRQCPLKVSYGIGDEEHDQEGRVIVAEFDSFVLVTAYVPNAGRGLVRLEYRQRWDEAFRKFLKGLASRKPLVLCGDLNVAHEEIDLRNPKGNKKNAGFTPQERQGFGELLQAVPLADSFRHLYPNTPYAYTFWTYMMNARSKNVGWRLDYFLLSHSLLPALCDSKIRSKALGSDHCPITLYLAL
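Compound pre-exposure to 0.75 nM APE1, 15 min at ambient temperature. Reaction initiated with 50 nM TAMRA/BHQ-2 THF substrate, read immediately in kinetic mode, 525 nm excitation, 598 nm emission.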
BLM helicase inh – qHTS Assay for Inhibitors of Bloom's syndrome helicase (BLM) | RecQ-like DNA helicase BLM (Homo sapiens), P54132 | recombinant BLM DNA unwinding, fluorescence dequenching | Potency, µM (top dose mostly 56.1 µM), for inactives: at the highest dose activity change, negative = inhibition, hits mostly inhibitors | hit rate 0.2% among 350,000;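 further: potency means the concentration at half of the fitted maximal effect; plate controls were vehicle for no effect and no enzyme for full effect; nearly all actives have a fitted effect of over 35% in size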
POLK inh – qHTS for Inhibitors of Polymerase Kappa. purified Pol kappa, fluorescent DNA synthesis assay, 10 min. DNA polymerase kappa (Homo sapiens), Q9UBT6. hit rate 0.53% among 400,000. Potency, µM (titrated, usually from 107 µM), for inactives: at the highest dose activity, negative = inhibition, hits mostly inhibitors; further: potency means the concentration at half of the fitted maximal effect; on the % scale 0 is the no-effect control and ±100 the full control effect
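50 nM final substrate added after 15 min RT preincubation of 10 nM Pol kappa with compound; fluorescence read at 0 and 10 min.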
* marks the source's active call; other numbers are inactive results; ? = inconclusive; · = not tested or not shown; & = joins results of further samples; [ ] = remark or other dose. Unless noted, the call rests on the fitted dose curve; in most records, active means well fitted curve in the direction sought with a large enough effect; inconclusive means small, poorly fitted or top-dose-only effect, or another doubt; inactive means no such curve, though single readings can be large; an effect the other way counts as inactive or inconclusive. Not all compounds are listed, so the mix of outcomes need not match the whole.

SMILES	Pol eta inh	Apoferritin bind	Pol iota inh	POLB inh	LDHA block	GRP78 ERSR act	APEX1 inh	BLM helicase inh	POLK inh
COc1ccc(OC)c(-n2c(O)c(C=Nc3c(C)n(C)n(-c4ccccc4)c3=O)c(=O)[nH]c2=S)c1	-14%	-1%	35%[activator]	20%	-3	-2%	15%	-8%	-1%
Cc1cc(C)cc(NC(=O)CN2C(=O)CN=C(c3ccccc3)c3cc(Cl)ccc32)c1	-10%	-13%	4%	-6%	-1	-4%	·	-12%	-20%[60.1 µM]
COc1ccc(OC)c(-n2c(O)c(C=NCc3ccc4c(c3)OCO4)c(=O)[nH]c2=O)c1	3%	?	15%	3%	-11	-6%	10%	-1%	-5%
O=C(Oc1ccccc1)N1CCC2(CC1)CN(C(c1ccccc1)c1ccccc1)C2	·	·	·	·	·	-6%	?	-4%	-4%[60.1 µM]
COc1ccc(-n2c(C)nc3cc(C(=O)N4CCC5(CC4)OCCO5)ccc32)cc1	-9%	2%	6%	26%	-5	-9%	17%	0%	-13%
CCCn1cc2c3c(cccc31)C1CC(C)CN(C)C1C2 (stereo not drawn)	·	-9%	·	4%	·	·	7%	-3%	·
CN1[C@@H]2CC[C@H]1CC(O[C@@H](c1ccccc1)c1ccc(Cl)cc1)C2 (stereo partly drawn)	·	·	·	·	·	-5%	2%	-5%	-13%[19.4 µM]
CCOC(=O)C1(c2ccccc2)CCN(CC(=O)Nc2ccc(C)cc2)CC1	-16%	-4%	-16%	-22%	-2	-3%	2%	-2%	-15%
NCCCP(=O)(O)CCc1ccccc1	-2%	-8%	4%	33%[activator]	-9	-5%	-4%	-1%	-9%
CCCCCC1C(=O)O[C@H](C)[C@@H](NC(=O)c2cccc(NC=O)c2O)C(=O)OC(C)C1OC(=O)CC(C)C (stereo partly drawn)	·	?	·	·	·	0%	-4%	-7%	-18%[60.1 µM]
c1ccc(CNCCc2ccc3c(c2)OCO3)nc1	-12%	-10%	13%	24%	-10	0%	-3%	-7%	-3%
c1cc2c(cc1CN1CCNCC1)OCO2	12%	0%	7%	9%	0	5%	55%[activator]	-4%	5%
Cc1ccc(CSc2ncccc2C(=O)O)cc1	-19%&7%	?	15%&3%	3%&-19%	-5&0	-2%&3%	-6%	0%&1%	0%[60.1 µM]
O=C1NC(=O)C2(Cc3ccccc3N3CCCC32)C(=O)N1Cc1ccccc1 (stereo not drawn)	?	-13%	11%	0%	2	-6%	-1%	-1%	-28%
Cc1ccc(CSCCNS(=O)(=O)c2ccc([N+](=O)[O-])cc2)cc1	-10%	?	12%	-22%	1	2%	26%	-14%	-3%
N#C/C=C/C#N	-5%	·	10%	·	-6	-3%	15%&5%	·	0%
CCC(=NCCc1ccccc1)c1c(O)n(C)c(=O)n(C)c1=O	-6%	-6%	18%	-1%	-2	-1%	-4%	-2%	-7%
CC1CN1P(=S)(c1ccccc1)N1CC1C (stereo not drawn)	-15%	·	16%	·	-5	-4%	·	·	-15%
CCOc1cc2c(cc1OCC)-n1cccc1C(c1ccc(OC)c(OC)c1)NC2 (stereo not drawn)	-13%	-15%	23%	6%	3	1%	16%	0%	13%
CCSc1nnc(NC(=O)c2cccn(Cc3ccc(Cl)cc3)c2=O)s1	-2%	7%	17%	13%	-3	-2%	·	-10%	0%[60.1 µM]
CCCCN1C(=O)/C(=C/c2ccc(N(C)C)cc2)C(=O)N(Cc2ccco2)C1=O	40µM*	?	?	22µM*	2	-3%	?	?	25µM*
Cc1cc(C)nc(/N=C(\N)c2c(O)[nH]c(=O)[nH]c2=O)n1	2%	4%	39%[activator]	16%	0	-3%	1%	4%	-2%
CCCCCCn1c(=O)c(C(=O)Nc2ncccc2O)c(O)c2ccccc21	-23%	-3%	5%	27%	-3	-1%	-9%	-3%	-14%
CC(C)(C)C(=O)O[C@H]1CC[C@@]2(C)C(=CC(=O)C3C2CC[C@]2(C)C(=O)CCC32)C1 (stereo partly drawn)	-15%	·	36%[activator]	·	-8	-4%	-11%	·	-2%
CCc1ccc(-n2nc(C)c3c2NC(=O)CSC3c2ccccc2C)cc1 (stereo not drawn)	·	-21%	48%[activator]	-9%	6	·	·	-10%	-9%
CNc1ccc2oc(C[C@@H]3OC4(CC[C@@H]3C)O[C@H](C(C)C(=O)c3ccc[nH]3)[C@H](C)C[C@H]4C)nc2c1C(=O)O (stereo partly drawn)	·	66%[activator]	·	·	·	?	-9%	1%	-6%[60.1 µM]
Cc1ccc(CN2CCN(C)CC2)c(C)c1	-8%	-3%	-9%	-5%	0	2%	-7%	-4%	3%
COc1ccccc1OCCCn1cc(C(=O)C2CC2)c2ccccc21	-20%	10%	82%[activator]	2%	1	-1%	2%	-10%	-6%
CCCN1CCc2cc(O)cc3c2C1Cc1ccc(O)c(O)c1-3 (stereo not drawn)	-10%[57.1 µM]	-16%	?	-5%[57.1 µM]	·	0%	-5%&-4%	·	0%[19.4 µM]
C[C@]12CCC(=O)C=C1CC[C@@H]1[C@@H]2CC[C@@]2(C)[C@H]1CC[C@]2(C)O	-8%	-3%&-7%	24%	6%	-4	0%&-4%	2%&9%&-1%	4%&1%	13%

Record cards (already shown).
Cc1ccc(CSCCNS(=O)(=O)c2ccc([N+](=O)[O-])cc2)cc1 is listed as Pol eta inh = -10%; Apoferritin bind = ?; Pol iota inh = 12%; POLB inh = -22%; LDHA block = 1; GRP78 ERSR act = 2%; APEX1 inh = 26%; BLM helicase inh = -14%; POLK inh = -3%
Cc1ccc(CN2CCN(C)CC2)c(C)c1 is listed as Pol eta inh = -8%; Apoferritin bind = -3%; Pol iota inh = -9%; POLB inh = -5%; LDHA block = 0; GRP78 ERSR act = 2%; APEX1 inh = -7%; BLM helicase inh = -4%; POLK inh = 3%
CCCn1cc2c3c(cccc31)C1CC(C)CN(C)C1C2 (stereo not drawn) is listed as Pol eta inh = ·; Apoferritin bind = -9%; Pol iota inh = ·; POLB inh = 4%; LDHA block = ·; GRP78 ERSR act = ·; APEX1 inh = 7%; BLM helicase inh = -3%; POLK inh = ·

(further entries)
SMILES	Pol eta inh	Apoferritin bind	Pol iota inh	POLB inh	LDHA block	GRP78 ERSR act	APEX1 inh	BLM helicase inh	POLK inh
Ic1ccccc1CNC1C2CCN(CC2)C1C(c1ccccc1)c1ccccc1 (stereo not drawn)	-3%[57.1 µM]	·	-10%[58.9 µM]	-3%[57.1 µM]	·	-14%	1%	·	-4%[60.1 µM]
O=C(CN1CCOCC1)NCC(=O)Nc1ccc(Br)cc1C(=O)c1ccccc1	-3%	-13%	5%	7%	1	-6%	-5%	0%	-9%
CCOc1ccc(-n2c(O)c(C=Nc3ccc(N(CC)CC)cc3)c(=O)[nH]c2=O)cc1	-7%	-14%	-9%	-16%	9	-1%	-1%	-5%	4%
COc1ccc(CNCCc2ccc3c(c2)OCO3)c(OC)c1OC	-2%	-5%	7%	-1%	-16	-4%	16%	-9%	-5%
CCC1(O)CCC2C3CCC4=CC(=O)CCC4C3CCC21CC (stereo not drawn)	-20%	·	29%	·	-5	-5%	·	·	-18%
CCCCCn1c(=O)c(C(=O)Nc2cccc(C)n2)c(O)c2ccccc21	-12%	-6%	12%	2%	-7	2%	-14%	-7%	2%
CC(C)c1ccc(NC(=O)N2C[C@H]3C[C@@H](C2)c2cccc(=O)n2C3)cc1	-11%	-7%	24%	14%	-11	-2%	2%	-1%	-2%
CC(C)CC1C(C#N)=C(N)Oc2c1c(=O)oc1ccccc21 (stereo not drawn)	-4%	-10%	-22%	20%	-1	-2%	-4%	1%	1%
CN1CCN(Cc2c(F)cccc2Cl)CC1	-16%	0%	24%	-21%	-15	-1%	-2%	-3%	1%
Cc1cccnc1-n1c(C)nc2ccccc2c1=O	-13%	-4%	-5%	21%	-6	3%	21%	-2%	-1%
COC(=O)C1=C(c2ccc(F)cc2OCc2ccccc2)C[C@@H]2CC[C@H]1N2C(=O)NCCOc1ccccc1Cl	-15%	·	8%	·	-4	-6%	-17%	·	-19%

Shown with bars between the fields: entries from further up
SMILES | Pol eta inh | Apoferritin bind | Pol iota inh | POLB inh | LDHA block | GRP78 ERSR act | APEX1 inh | BLM helicase inh | POLK inh
CCCCCn1c(=O)c(C(=O)Nc2cccc(C)n2)c(O)c2ccccc21 | -12% | -6% | 12% | 2% | -7 | 2% | -14% | -7% | 2%
CC(C)c1ccc(NC(=O)N2C[C@H]3C[C@@H](C2)c2cccc(=O)n2C3)cc1 | -11% | -7% | 24% | 14% | -11 | -2% | 2% | -1% | -2%
CC(C)CC1C(C#N)=C(N)Oc2c1c(=O)oc1ccccc21 (stereo not drawn) | -4% | -10% | -22% | 20% | -1 | -2% | -4% | 1% | 1%
